# MsrA act: activators of bovine methionine sulfoxide reductase A; purified bovine MsrA, absorbance read-out; hit rate 0.3% among 360,000; activation, % at 10.6 µM; AID 602163; in the data active = activation above about 7.5%;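 also: 0% = vehicle and 100% = reference activator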
# Neddyl block: cullin neddylation inhibition. TR-FRET cullin neddylation, biochemical. calls only at 25 µM. hit rate 0.58% among 360,000. AID 651699; in the data active = inhibition above about 36%
# SKN-1 block: inhibitors of C. elegans SKN-1. C. elegans VP596 Pgst-4::GFP/RFP ratio, acrylamide-induced, 24 h. inhibition, % at 21.8 µM. hit rate 0.49% among 360,000;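 active = interference check ratio from 0.5 to 1.5 plus GFP to RFP signal ratio inhibition reaching or exceeding a fixed threshold, cut at about 30% in these data, passing the limit was not always enough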; also: some compounds called inactive have numbers as strong as hits
# Rin1 Abl inh: inhibitors of human Rin1-Abl protein interaction | hit rate 0.4% among 360,000 | TR-FRET Rin1/Abl binding, biochemical | inhibition, % at 7.35 µM; in the data active = inhibition above about 5%, passing the limit was not always enough
# MT1-MMP act inh: blocks activation of human MT1-MMP. HT1080 RFP-PRO-GFP cells, GFP/RFP ratio fluorescence, overnight; percent of plate control window, DMSO zero. hit rate 0.061% among 360,000. P50281. GFP/RFP ratio change, % at 20 µM;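 active = GFP/RFP ratio change of at least 30% with cell ATP level not reduced by more than half and red fluorescence within 50% of control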; also: strong numbers were not always called active
#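 Test system: HT1080 cells expressing an RFP-PRO-GFP fluorescent reporter construct / Compound dosing: single-point 20 µM compound, 1% DMSO / Schedule: cells overnight before dosing, compound overnight, 37 °C, 5% CO2 / Evaluation: GFP/RFP fluorescence ratio / Control set: DMSO and RFP-L50D-GFP cell wells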
# FAS TE block: inhibitors of human fatty acid synthase thioesterase domain; hit rate 0.67% among 360,000; P49327; inhibition, % at 15 µM; AID 602261; recombinant FAS-TE, OMFH fluorogenic substrate, fluorescence endpoint;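 active = compounds whose normalised, plate-corrected inhibition of enzyme fluorescence in the single-dose primary screen is 50% or more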;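 also: 0% = DMSO with enzyme and 100% = substrate without enzyme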
# E coli Lon inh: inhibitors of E. coli Lon protease. purified E. coli Lon protease, fluorescence polarization. inhibition, % at 7.94 µM. hit rate 0.42% among 360,000. AID 602123; in the data active = inhibition above about 13%, passing the limit was not always enough;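 also: 0% = enzyme with probe and DMSO and 100% = no enzyme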
# NRP1-CendR mod: NRP-1/CendR interaction modulation | inhibition, % at 25 µM | hit rate 0.85% among 360,000 | FAM-RPARPAR peptide binding to NRP-1, fluorescence polarization | AID 602438;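 active = inhibition or corrected inhibition above about 18%, plus a signal ratio from 0.5 to 1.5, limit read from the data, passing the limit was not always enough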; also: strong numbers were not always called active
# Target sequence (O14786 whole entry, looked up): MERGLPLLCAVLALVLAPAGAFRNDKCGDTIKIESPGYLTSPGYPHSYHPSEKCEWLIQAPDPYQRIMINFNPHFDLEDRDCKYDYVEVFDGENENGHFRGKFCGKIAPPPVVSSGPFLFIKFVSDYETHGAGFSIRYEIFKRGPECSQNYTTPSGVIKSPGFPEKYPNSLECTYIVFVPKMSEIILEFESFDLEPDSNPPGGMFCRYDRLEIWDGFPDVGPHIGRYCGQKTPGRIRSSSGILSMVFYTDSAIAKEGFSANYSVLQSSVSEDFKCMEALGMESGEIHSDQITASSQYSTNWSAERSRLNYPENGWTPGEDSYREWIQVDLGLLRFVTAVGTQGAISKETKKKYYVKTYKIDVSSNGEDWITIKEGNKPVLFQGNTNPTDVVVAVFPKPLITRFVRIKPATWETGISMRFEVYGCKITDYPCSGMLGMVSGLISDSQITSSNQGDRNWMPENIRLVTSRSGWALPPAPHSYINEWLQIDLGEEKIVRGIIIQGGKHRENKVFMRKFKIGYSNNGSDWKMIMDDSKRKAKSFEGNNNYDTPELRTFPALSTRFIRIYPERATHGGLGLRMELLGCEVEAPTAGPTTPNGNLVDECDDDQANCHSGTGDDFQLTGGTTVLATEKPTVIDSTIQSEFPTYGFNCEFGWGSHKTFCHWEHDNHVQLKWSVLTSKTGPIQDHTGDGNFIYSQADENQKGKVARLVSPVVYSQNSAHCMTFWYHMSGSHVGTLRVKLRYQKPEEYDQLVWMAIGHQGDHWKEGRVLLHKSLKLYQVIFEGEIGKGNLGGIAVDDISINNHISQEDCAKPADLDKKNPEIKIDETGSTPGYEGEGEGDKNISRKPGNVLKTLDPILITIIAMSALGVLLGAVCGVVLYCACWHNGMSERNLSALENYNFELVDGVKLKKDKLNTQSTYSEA
# PABP1 MLLE inh: blocks PAM2 peptide binding to the PABP1 MLLE domain; AID 588489; inhibition, % at 20 µM; GST-MLLE / FITC-PAM2 fluorescence polarization; P11940; hit rate 0.36% among 360,000; in the data active = inhibition above about 35%, passing the limit was not always enough;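 also: plate controls were DMSO wells with GST-MLLE for no effect and wells lacking GST-MLLE protein for full effect; some results filed as inactive read as strong as hits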
# * marks the source's active call; other numbers are inactive results; i = inactive; / = not tested or not shown; & = joins results of further samples. Compounds as they come; overall some 4% were active at least once.
no.	structure	MsrA act	Neddyl block	SKN-1 block	Rin1 Abl inh	MT1-MMP act inh	FAS TE block	E coli Lon inh	NRP1-CendR mod	PABP1 MLLE inh
1	COc1ccc(C(=O)COC(=O)C(O)c2ccccc2)c(OC)c1 (centres undefined)	-4	i	-9	0	1	-4	-7	-4	4
2	Cc1ccccc1S(=O)(=O)NC(=O)C1(C)CCN1C(=O)Cc1ccc(C(C)(C)C)cc1 (centres undefined)	-11	i	9	1	-11	-8	1	2	-6
3	COCC(=O)N1CCc2ccc(NC(=O)c3ccc(C(F)(F)F)cc3)cc2C1	-2	i	14	0	3	-2	-10	-5	13
4	COC(=O)c1cc(C)sc1NC(=O)c1cccnc1	-1	i	9	0	-3	0	-6	-15	-3
5	Cc1snc(S(=O)(=O)/C(C#N)=N/Nc2cccc(C(F)(F)F)c2)c1C#N	-9	i	1	-1	10	17	-1	27*	14
6	C=CCOc1ccc(C=Nc2ccc(OC)cc2)c(O)c1	-3	i	-16	0	2	-1	-3	6	11
7	COc1ccc(-c2nc3nc(SC)nn3cc2C)cc1F	-1	/	-4	-1	1	-2	-2	3	-2
8	O=C(Nc1ccncc1)Nc1cc(Cl)ccc1Cl	-5	i	-7	7	-2	5	0	0	1
9	Nc1cnn(C2OC(CO)C(O)C2O)c(=O)n1 (centres undefined)	-10	i	1	-2	2	-4	3	0	15
10	Brc1ccc(CNc2cc3c(cc2Br)OCCO3)cc1	-3	i	17	-1	0	23	-2	-24	-5
11	CCCC(O)(c1ccc(Cl)cc1)C(CN1CCOCC1)c1ccccc1 (centres undefined)	-8	i	4	1	-5	18	0	-14	0
12	Cc1cc(C)n(-c2nc3ccccc3nc2N2CCN(C(=O)c3ccccc3)CC2)n1	-3	i	0	-1	-2	-1	-2	-12	9
13	CC(=O)c1ccc(N2CCCCC2)c(F)c1	-2	i	-3	3	6	1	-2	0	17
14	NC(=O)CC(NC(=O)Cc1ccc(Cl)cc1)c1ccc(N2CCN(c3ccccn3)CC2)c([N+](=O)[O-])c1 (centres undefined)	-2	i	2	0	2	-4	4	-1	4
15	COc1ccc(OC)c(CNC(=O)Cc2c(C(=O)O)[nH]c3ccccc23)c1	6	i	15	0	8	-10	-6	-14	-1
16	CCc1nnc(NC(=O)CSc2nnc(-c3ccncc3)n2C)s1	-10	i	-18	-1	-4	-4	3	0	10
17	CC1ON=C(c2cccc3ccccc23)N(C)C1=O (centres undefined)	-1	i	7	-1	4	-2	5	-2	3
18	COc1ccc(OC)c(/C=N/NC(=O)CCc2n[nH]c(=O)[nH]c2=O)c1	-9	/	-10	-6	3	-7	-2	-2	-11
19	CC1CCCC(C)N1C(=O)C1CCCCC1 (centres undefined)	-4	i	3	-3	1	-8	4	-1	2
20	CN(Cc1nc2ccc(F)cc2[nH]1)C(=O)C1CCC(=O)N(C2CC2)C1 (centres undefined)	-2	i	-4	2	0	-2	-5	-1	11
21	CCCNC(=O)c1ccc2c(c1)S(=O)(=O)c1ccccc1C2=O	-7	i	5	-1	-2	0	-11	8	5
22	CCOC(=O)c1csc(NC(=O)CSc2nnnn2-c2ccc3c(c2)OCCO3)n1	-8	i	17	1	5	2	-2	-10	-10
23	Cc1nc2ccccc2cc1C(=O)Nc1ccccc1Cl	-2	i	3	-3	-2	-3	8	-3	8
24	CN(Cc1cn[nH]c1-c1cc2ccccc2o1)CC1CCOCC1	-3	i	4	-2	-8	-4	12	-12	4
25	Cc1ccc(NC(=S)N(Cc2ccco2)C(C)c2cccs2)c(Cl)c1 (centres undefined)	2	i	-4	1	-4	35	-3	-3	-8
26	Cc1oc(-c2ccc(Cl)cc2)nc1CS(=O)CC(=O)NC1CCCC1 (centres undefined)	1	i	10	-3	-1	0	-3	-4	10
27	O=C(CN1CCN(S(=O)(=O)c2ccc3c(c2)OCCO3)CC1)Nc1ccccc1Br	-5	i	-7	0	0	33	6	-3	1
28	O=C(COC(=O)CNC(=O)C1CCCCC1)Nc1cc(C(F)(F)F)ccc1Cl	0	i	25	4	3	-3	0	-12	3
29	O=C(OCc1cn([C@H]2CN(Cc3cccs3)[C@@H](c3ccc(Cl)cc3)C[C@@H]2O)nn1)c1ccccc1	-6	i	-4	0	1	4	-3	5	0
30	CNC(=O)c1cc2c(-c3ccccc3)nn(C)c2s1	-6	/	17	-2	12	-1	12	7	1

# Entries listed so far that contain a CF3 group:
no.	structure	MsrA act	Neddyl block	SKN-1 block	Rin1 Abl inh	MT1-MMP act inh	FAS TE block	E coli Lon inh	NRP1-CendR mod	PABP1 MLLE inh
3	COCC(=O)N1CCc2ccc(NC(=O)c3ccc(C(F)(F)F)cc3)cc2C1	-2	i	14	0	3	-2	-10	-5	13
5	Cc1snc(S(=O)(=O)/C(C#N)=N/Nc2cccc(C(F)(F)F)c2)c1C#N	-9	i	1	-1	10	17	-1	27*	14
28	O=C(COC(=O)CNC(=O)C1CCCCC1)Nc1cc(C(F)(F)F)ccc1Cl	0	i	25	4	3	-3	0	-12	3

# (more compounds)
no.	structure	MsrA act	Neddyl block	SKN-1 block	Rin1 Abl inh	MT1-MMP act inh	FAS TE block	E coli Lon inh	NRP1-CendR mod	PABP1 MLLE inh
31	OCc1ccnc2oc3ccccc3c12	-3	i	17	0	-5	0	-8	6	4
32	Cc1cc(OC(C)C(=O)NCc2cccnc2)c2c(C)cc(=O)oc2c1 (centres undefined)	-2	/	3	2	1	-1	-6	3	8
33	O=C(NC1CC1)c1cccc(NC(=O)c2cnn(-c3ccccc3)n2)c1	-1	i	9	2	2	3	-9	7	-26
34	Cc1ccc(-c2csc(N3CCN(c4cc5c(cc4Cl)nc(C(C)N)n5CCCO)CC3)n2)cc1 (centres undefined)	-3	i	-2	1	1	-12	-6	5	-20
35	O=C(COCCOCC(=O)N(c1ccccn1)C1CCCCC1)N(c1ccccn1)C1CCCCC1	1	i	-4	-4	-3	-6	-2	-2	3
36	Cc1cccc(-c2ccc3ncnc(NCc4cccnc4)c3c2)c1	-2	i	13	-2	6	-7	-18	14	18
37	Cc1ccc(NCc2nnc(SCC(N)=O)o2)c(C)c1	-3	i	-3	1	-2	-5	-9	-2	-4
38	CCOc1ccccc1C(O)C1=CC(=O)c2ccccc2C1=O (centres undefined)	-2	i	-2	5	6	2	-6	-2	21
39	CCNc1c(NC(=O)COc2ccc(Cl)cc2)c(=O)oc2ccccc12	-3	i	3	-4	3	1	1	14	2
40	Cc1nn(CC(=O)N2CCN(c3ccc(Cl)cc3)CC2)c(=O)c2cccn12	-7	i	-9	1	4	2	0	-4	-12
41	COc1ccc(-c2cc3c(=O)n(CC(=O)Nc4ccc(Cl)cc4)ncn3n2)cc1	-1	i	21	-4	1	-5	-4	10	-1
42	O=C(NC(Cc1ccccc1)c1ccc2c(c1)OCCCO2)c1ccccc1F (centres undefined)	-4	i	-13	-1	-4	20	2	3	15
43	O=C(Nc1ccc(OC(=O)c2ccncc2)cc1)c1ccncc1	-1	i	-9	-4	5	-2	7	-4	0
44	CC(NC(=O)c1ccccc1NC(=O)c1ccco1)c1ccccc1 (centres undefined)	-7	i	7	-1	1	-10	-3	0	1
45	COCCNc1nc2nonc2nc1N1C[C@H]2CC[C@H]1C2	-17	i	-14	2	8	-2	-4	4	13
46	O=C(NCCN1CCOCC1)C1CCC(=O)N1C1CCCCC1 (centres undefined)	-3	i	9	3	0	-10	9	6	-3
47	Cc1cc(=O)[nH]c(N/N=C/c2ccc(F)cc2)n1	2	i	28	4	4	-1	-7	-9	-2
48	CC1(C)CC(=S)Nc2ccccc2S1	-1	i	8	-1	-1	-7	-4	7	29
49	COc1ccc(NC(=O)COC(=O)c2ccc(OCc3ccccc3Cl)c(OC)c2)c(OC)c1	-3	i	7	1	4	17	-3	-9	-14
50	Cc1ccc(NC(=O)CCn2cccc2)cc1	-4	i	3	0	0	-6	-1	8	-6
51	O=C(NC(=S)NCCc1ccccc1)c1ccccc1F	-1	i	-4	0	4	22	4	14	0
52	CCOC(=O)c1cc(-c2ccccc2)sc1NC(=O)CN1C(=O)NC(CC)(c2ccc(F)cc2)C1=O (centres undefined)	2	i	12	3	-10	22	-3	-4	-25
53	CC(C)Oc1ncnc2c1[nH]c1ccccc12	-1	/	21	-3	5	-7	8	-2	16
54	Cc1ccc(C)c(SCC(=O)OCC(=O)c2ccco2)c1	-3	i	7	4	3	4	0	-11	16
55	CC1(c2cccc(Br)c2)NC(=O)N(CC(=O)c2ccc3c(c2)OCO3)C1=O (centres undefined)	-1	i	9	-4	-1	17	0	3	-2
56	OC1c2c(F)cccc2N=C2CCCCN21 (centres undefined)	-3	/	1	-1	1	-5	1	5	8
57	c1nnc(NC2=NCCCCC2)s1	-2	i	5	1	-6	-6	-3	-14	7
58	Cc1cc2occ(CC(=O)OCC(=O)Nc3sc4c(c3C#N)CCC(C)C4)c2cc1C (centres undefined)	-4	i	8	-2	-3	3	5	-7	-8
59	CCOc1ccc(C(N)=O)cc1OC	-3	i	25	-4	1	-8	7	1	13
60	CCOc1ccc(NS(=O)(=O)c2ccc(C(=O)NC3CCN(Cc4ccccc4)CC3)cc2)cc1	-4	i	6	1	-4	-1	-5	-1	-6
61	CNC(=S)Nc1ccc(N2CCN(c3ccc(C(F)(F)F)cn3)CC2)nc1	-3	i	10	2	1	2	-3	-8	-43
62	CCOC(=O)c1ccccc1NC(=O)Cn1c(=O)n(Cc2ccccc2)c(=O)c2c(C)c(C)sc21	3	i	17	1	-2	44	-7	-13	-11
63	COc1ccccc1CN1CCN(Cc2cc(OC)c(OC)cc2OC)CC1	-8	i	-6	2	3	-4	2	-5	7
64	N#CC(Sc1ccccn1)c1ccc(Cl)cc1Cl (centres undefined)	0	i	15	1	-6	3	-1	5	10
65	CCn1c(SCC(=O)Nc2cc(C)on2)nc2c(c1=O)SC(C)C2 (centres undefined)	-5	i	2	0	-5	-4	3	14	5
66	O=C(CNC(=O)c1ccco1)NCc1ccc2c(c1)OCO2	0	i	6	-1	1	-7	4	-4	6
67	Cc1ccc(CN(Cc2ccco2)C(=O)c2ccco2)cc1	-6	i	-5	2	-5	4	3	9	16
68	COc1ccc(-c2c(-c3ccc(O)cc3O)n[nH]c2C)cc1OC	0	i	4	0	0	-16	-3	7	-8
69	Cc1ccc(-c2noc(C3CCCN(C(=O)c4cccc(Cl)c4)C3)n2)o1 (centres undefined)	-9	i	-7	-1	3	-3	7	4	-2
70	CCc1nn2c(N)c(/C=C3\C=Nc4ccccc43)c(=O)nc2s1	-1&-3	i	4&8	0&-6	-2&3	-7&-11	-19&-5	-13&-18	3&5
71	CC1CCN(c2c(NCC3CCC(C(=O)NCCc4ccc(Cl)cc4)CC3)c(=O)c2=O)CC1 (centres undefined)	-2	i	8	3	/	3	12	-10	6
72	COc1ccc(Nc2nccc3c2nnn3C)cc1	-3	i	2	1	2	-6	-4	3	0
73	C[C@@H]1CN([C@@H](C)CO)C(=O)CCCn2nncc2CO[C@H]1CN(C)C(=O)Nc1ccnc(N2CCOCC2)c1	2	i	18	-1	-2	-7	-3	-11	0
74	O=C(O)c1cc(NS(=O)(=O)c2ccc(NCc3ccccc3)c([N+](=O)[O-])c2)cc(C(=O)O)c1	-2	i	-2	3	2	-7	-7	-8	12
75	C#CCN(C[C@@H]1[C@@H](OC(=O)Nc2cccs2)[C@@H](OC(=O)Nc2cccs2)Cn2c(=O)n(CCCCCC)c(=O)n21)S(=O)(=O)c1ccc(C)cc1	-4	i	-2	-2	-1	21	-5	-10	9
76	CCOC(=O)CNC(=O)CSc1nnc(NC(=O)c2ccc(C)cc2)s1	-4	i	-9	0	1	-1	-3	-4	-5
77	C/C(=N/NC(=O)c1ccc2c(c1)OCCO2)c1ccc([N+](=O)[O-])cc1	-4	i	15	2	4	-3	11	1	-16

# Screening results from PubChem BioAssay.
